PAFAH1B3 FP inh = inhibitors of human PAFAH1B3; Q15102; recombinant PAFAH1B3, FP-rhodamine probe, fluorescence polarization; inhibition, % at 3.39 µM; 0.28% of 340,000 active; AID 492972;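 active means inhibition above the screen-wide average of all tested compounds plus 3 SD, cut at about 25% in these data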;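 further: 0% = enzyme with DMSO only and 100% = wells lacking PAFAH1B3 protein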
PAD4 inh = blocks human protein arginine deiminase 4; Q9UM07; recombinant PAD4, RCA probe fluorescence polarization; inhibition, % at 6.36 µM; 0.41% of 330,000 active;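 active means percent inhibition above a cutoff equal to the mean of all tested compounds plus 3 SD, cut at about 15% in these data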;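 further: 0% = PAD4 with RCA probe and DMSO and 100% = probe without PAD4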
Target sequence (Q9UM07 whole entry, looked up): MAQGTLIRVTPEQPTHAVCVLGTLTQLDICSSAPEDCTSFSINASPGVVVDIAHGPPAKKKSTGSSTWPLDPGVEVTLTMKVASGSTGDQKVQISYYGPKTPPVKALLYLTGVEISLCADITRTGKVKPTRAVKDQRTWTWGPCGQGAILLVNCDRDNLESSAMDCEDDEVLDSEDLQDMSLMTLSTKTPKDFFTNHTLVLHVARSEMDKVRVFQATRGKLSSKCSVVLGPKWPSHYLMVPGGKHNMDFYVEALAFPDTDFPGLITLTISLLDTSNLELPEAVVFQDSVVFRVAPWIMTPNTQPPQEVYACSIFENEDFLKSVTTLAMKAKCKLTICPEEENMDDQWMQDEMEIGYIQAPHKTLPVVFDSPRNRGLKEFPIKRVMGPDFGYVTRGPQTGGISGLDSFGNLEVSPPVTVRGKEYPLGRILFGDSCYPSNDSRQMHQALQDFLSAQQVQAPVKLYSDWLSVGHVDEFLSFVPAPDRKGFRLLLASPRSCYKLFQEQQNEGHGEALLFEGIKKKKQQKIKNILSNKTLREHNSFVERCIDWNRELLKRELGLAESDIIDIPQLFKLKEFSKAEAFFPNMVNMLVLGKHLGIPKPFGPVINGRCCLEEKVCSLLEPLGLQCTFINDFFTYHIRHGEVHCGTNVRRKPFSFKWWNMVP
LYPLA2 inh = blocks human lysophospholipase 2, a PME1 counter-screen | O95372 | recombinant LYPLA2, FP-Rh probe fluorescence polarization | inhibition, % at 5.9 µM | 0.38% of 320,000 active;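 active means inhibition above the screen-wide mean plus 3 SD, limit set per campaign, cut at about 26% in these data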;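 further: 0% = LYPLA2 with DMSO and 100% = wells lacking LYPLA2 enzyme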
GSTO1 counter = counter-screen for RBBP9 inhibitors: inhibitors of human GSTO1; AID 1974; 1.1% of 300,000 active; P78417; recombinant GSTO1, activity-based probe fluorescence polarization; inhibition, % at 5.96 µM;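 active means inhibition above the campaign mean inhibition plus 3 SD, cut at about 35% in these data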;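 further: 0% = GSTO1-1 with DMSO and 100% = wells lacking GSTO1-1 enzyme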
Target sequence (P78417 whole entry, looked up): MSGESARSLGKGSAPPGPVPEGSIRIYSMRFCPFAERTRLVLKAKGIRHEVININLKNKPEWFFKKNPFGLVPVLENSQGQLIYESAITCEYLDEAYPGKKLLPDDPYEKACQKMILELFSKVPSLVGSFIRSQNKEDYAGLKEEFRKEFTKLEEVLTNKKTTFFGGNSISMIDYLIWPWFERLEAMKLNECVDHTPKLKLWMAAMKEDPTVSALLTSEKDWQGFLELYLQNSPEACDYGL
PREPL inh = inhibitors of human prolyl oligopeptidase-like enzyme PREPL. Q4J6C6. recombinant PREPL, fluorescence polarization activity-based probe. inhibition, % at 5.96 µM. 0.68% of 320,000 active. AID 2751; in the data active means inhibition above about 43%;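 further: 0% = enzyme with DMSO and 100% = wells lacking enzyme; many of its hits are not listed in these tables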
PAFAH1B2 inh = inhibitors of human PAFAH1B2; P68402; recombinant PAFAH1B2, FP-rhodamine activity probe, fluorescence polarization; inhibition, % at 3.39 µM; 1.2% of 340,000 active; AID 492953;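 active means inhibition above the mean of all tested compounds plus 3 SD, cut at about 24% in these data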;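 further: 0% = enzyme with DMSO and 100% = wells lacking PAFAH1B2; many of its hits are not listed in these tables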
pPAFAH FP inh = pPAFAH (human) enzyme inhibition | 1.5% of 330,000 active | Q13093 | recombinant pPAFAH, FP-rhodamine probe fluorescence polarization | inhibition, % at 3.39 µM | AID 463082;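 active means inhibition above the mean inhibition across the screen plus 3 SD, cut at about 25% in these data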;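 further: inhibitors block binding of the rhodamine activity-based probe so polarization drops; 0% = enzyme with DMSO and 100% = wells lacking pPAFAH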
LYPLA1 inh = counter-screen for PME1 inhibitors: inhibitors of human LYPLA1. 0.16% of 320,000 active. AID 2174. inhibition, % at 5.9 µM. O75608. recombinant LYPLA1, FP-Rh probe fluorescence polarization;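 active means inhibition above the mean of all tested compounds plus 3 SD, set per campaign, cut at about 14% in these data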;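 further: inhibitors block serine hydrolase probe labeling of LYPLA1 so polarization falls; 0% = enzyme with DMSO and 100% = wells lacking LYPLA1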
PAFAH2 FP inh = PAFAH2 (human) inhibition; Q99487; recombinant PAFAH2, FP-rhodamine activity probe, fluorescence polarization; inhibition, % at 3.39 µM; 0.99% of 340,000 active; AID 492956;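 active means inhibition above the mean over all tested compounds plus 3 SD, cut at about 30% in these data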;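 further: inhibitors block probe labeling of enzyme so polarization drops; 0% = enzyme with DMSO and 100% = wells lacking PAFAH2 protein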
* = called active by the depositor; . = not tested or not shown. An excerpt; rates above refer to the full screens.

SMILES	PAFAH1B3 FP inh	PAD4 inh	LYPLA2 inh	GSTO1 counter	PREPL inh	PAFAH1B2 inh	pPAFAH FP inh	LYPLA1 inh	PAFAH2 FP inh
COC(=O)c1cnn2c1C(=O)N(Cc1cccs1)CC2	2	3	4	-2	-4	1	0	0	6
COc1cc2c(cc1OC)C(C)N(C(=O)c1cc(C)on1)CC2 (configuration not stated)	9	1	1	2	8	3	5	-2	-4
CCOCCCNC(=O)c1ccc(NC(C)=O)cc1	1	4	2	-3	6	-1	-4	0	-1
C[C@H](NC(=O)c1cc2cc(Cl)ccc2n1C)C(=O)N[C@@H](C(=O)O)c1ccccc1	5	0	-3	-9	-1	9	1	-2	-4
CCN1CCN(Cc2ccc(NC(=O)c3ccc(C)c(NC(=O)c4ccno4)c3)cc2C(F)(F)F)CC1	1	-2	1	-3	-8	3	-7	-2	5
CCn1c(SCC(=O)N/N=C/C=C/c2ccco2)nnc1-c1ccc(OC)cc1	-2	5	8	6	9	-3	6	1	-4
O=C(CCc1ccccc1)NCc1ccccc1	-1	1	6	11	13	2	6	4	13
O=C(C1CCN(c2nc3nonc3nc2N2CCCCC2)CC1)N1CCOCC1	6	3	0	4	3	0	2	2	-6
CC1CC(C)CN(C(=O)c2cc3c(=O)n4ccccc4nc3s2)C1 (configuration not stated)	7	1	5	3	-16	4	2	-1	-4
CN(CC(=O)Nc1ccccc1Cl)C(=O)CSc1nncn1C	10	-1	1	6	8	10	2	5	10
N#CCCN1CCn2c1nc1ccccc12	7	0	5	-3	-6	2	0	4	3
CCOC(=O)c1c(C)[nH]c(C)c1S(=O)(=O)N(C)CC(=O)Nc1cc(C)ccc1OC	3	0	2	-1	3	1	4	-3	2
O=S(=O)(c1ccc(F)cc1)N1CCN(S(=O)(=O)c2cccs2)CC1	7	-4	5	0	-2	7	9	-1	-1
CCOC(=O)N1CCN(C(=O)C2CCC(=O)N(CCc3ccccc3)C2)CC1 (configuration not stated)	1	-3	3	2	12	-3	-2	2	3
CCOc1ccc(OCCOCCn2ccnc2)cc1	1	3	9	3	-5	5	-2	2	-3
CCCCC(=O)NC(=S)Nc1cccc(NC(=O)CC)c1	-1	2	0	-9	2	-1	4	-3	5
Cc1ccc(/C=C2/C(=O)ON=C2c2ccccc2)o1	6	-8	-1	18	-1	18	15	0	14
COc1ccccc1OCCCCNC(C)(C)C	-3	-3	2	-2	8	1	3	4	7
CC1CCN(CCc2nc3cc(NC(=O)Nc4ccccc4)ccc3n2C)CC1	1	-1	5	5	16	-1	5	1	5
O=C(OCC(=O)N1CCN(c2ccc(F)cc2)CC1)c1cnc2ccccc2n1	1	2	.	.	49*	1	1	.	3
NC(=O)c1ccc(NC(=O)c2ccc(COc3ccc(F)cc3)o2)cc1	4	-3	3	.	1	1	1	1	16
O=C(CC1SC(N2CCOCC2)=NC1=O)Nc1cc([N+](=O)[O-])ccc1Cl (configuration not stated)	12	-4	5	6	15	2	-4	1	6
CN1C2CCC1CC(NS(=O)(=O)c1cc(Cl)c(Cl)cc1Cl)C2 (configuration not stated)	13	-2	-1	0	-2	-3	-5	0	-1
COC(=O)[C@@]1(Cc2ccc(F)cc2)[C@H]2c3cc(C(=O)N(C)C)n(Cc4ccccn4)c3C[C@H]2CN1C(=O)c1ccccc1	.	0	3	0	-2	.	-4	-3	.
O=C(COc1ccc2cc(Br)ccc2c1)N1CCOCC1	4	1	.	.	17	18	5	.	-4
CC(C)(C)OC(=O)C[C@H]1C/C=C\C[C@H](CC(=O)NCCO)C(=O)N2CCC[C@@H]2COC1=O	2	-4	.	.	18	4	-3	.	1
C=CCSc1nnc(-c2ccccc2N=Cc2c(C)[nH]n(-c3ccccc3)c2=O)c(=O)[nH]1	9	-16	-6	1	2	-7	1	1	10
COc1cccc2sc(N)nc12	6	-3	0	.	8	2	3	3	0
COc1ccc(CCNC(=S)Nc2ccccc2)cc1	1	-2	-2	6	-6	1	1	-4	-1
O=C(Nc1cc2c(oc1=O)CCCC2=O)c1ccc(Cl)cc1	8	-4	-5	20	2	5	14	-5	12
CC1=CSC2=NC(=O)/C(=C\c3cccn3-c3ccc([N+](=O)[O-])cc3)C(=N)N12	14	-4	-10	3	5	0	7	-5	0
Oc1ccc(O)c(Cc2nc3ccccc3s2)c1	1	-7	-2	61*	18	7	10	-1	3
CCCCOc1ccc(C(=O)NCC(=O)NCc2ccccn2)cc1	8	0	1	5	27	4	1	2	-4
CCc1ccc(Nc2cc(=O)n(C3CCCCC3)c(=O)[nH]2)cc1	8	-3	4	-12	4	3	7	7	0
CCOc1ccc(Oc2c(/C=N/NC(=O)COc3ccccc3OC)c(C)nn2-c2ccccc2)cc1	-5	-3	-10	-10	23	-7	4	-12	-9
CCC1(CC)NC(=O)N(CC(=O)OCn2nnc3ccccc3c2=O)C1=O	-3	-1	-7	4	6	2	-4	-6	-2
CCc1nnc(NC(=O)c2ccc(S(=O)(=O)N(CC)Cc3ccccc3)cc2)o1	2	5	-5	7	0	9	4	-4	4
COc1ccccc1-c1ccc(SCC(=O)NC2CCCC2)nn1	6	-2	2	-4	12	5	7	5	3
COc1ccc(NC(=O)N(C)C[C@H]2Oc3ccc(NC(=O)Nc4ccc(C(F)(F)F)cc4)cc3C(=O)N([C@H](C)CO)C[C@@H]2C)cc1	-12	-2	.	.	21	-6	-1	.	-20
CC(C)C(NC(=O)c1ccc(F)cc1)C(=O)N1CCN(C(=O)c2ccco2)CC1 (configuration not stated)	5	4	-2	.	1	6	4	-3	4
CC(=O)Nc1cccc(-c2nc3ccc(NC(C)=O)cc3s2)c1	-8	-4	-11	-17	-9	0	-4	-7	-4
CCOc1ccccc1Nc1nc2ccccc2n2cnnc12	4	-2	1	-7	-6	-2	-4	0	0
CCCN(CCC)S(=O)(=O)c1ccc(Cl)c(OC)c1	12	0	4	9	3	9	5	0	11
C/C(O)=C/c1nc2ccccc2[nH]c1=O	-10	-8	-1	0	7	0	3	-4	5
CC(=O)Nc1cc(NC(C)=O)cc(-c2nc3ccccc3[nH]2)c1	-7	-4	-3	-3	-1	-11	-1	0	-4
COc1ccc(-c2ccc(SCC(=O)NC3CCCC3)nn2)cc1OC	1	-2	-6	6	4	-1	-5	-3	-7
CCOC(=O)CC1ON(C)C(=O)N1c1ccc(Cl)cc1Cl (configuration not stated)	3	3	-2	-2	3	2	4	-1	-4
COCCn1c(SCC#N)nnc1-c1ccc([N+](=O)[O-])cc1	9	-1	-7	-2	5	-7	3	-1	1
O=C(NNC(=O)C1CCN(S(=O)(=O)c2ccccc2C(F)(F)F)CC1)c1ccccc1O	11	-2	-6	-11	-4	1	5	-3	3
Cc1ccc(-c2nnc(-c3ccc(Br)cc3)o2)o1	7	2	0	5	9	4	8	1	-1
O=C1/C(=C\c2cccc(O)c2)SC(=S)N1Cc1ccccc1	-5	-9	-16	1	1	-3	-2	-10	-4
OC(CNc1ncnc2sccc12)c1ccccc1 (configuration not stated)	-1	-6	3	-2	4	-4	1	2	-8
CC(=O)Nc1cc(S(=O)(=O)Nc2ccccc2)c(C)cc1C	1	-1	10	-1	-3	-1	6	2	6
CCCCOn1c(C)c(C(C)=O)c2c3no[n+]([O-])c3ccc21	-4	-2	-1	1	8	-1	4	-2	5
O=C(NCCCN1CCOCC1)c1cc(-c2ccc(Cl)cc2)on1	3	4	1	3	22	5	5	2	-3
COc1cc2ccc(=O)oc2cc1O	16	-1	8	3	-5	6	-1	1	3

Next records.
SMILES	PAFAH1B3 FP inh	PAD4 inh	LYPLA2 inh	GSTO1 counter	PREPL inh	PAFAH1B2 inh	pPAFAH FP inh	LYPLA1 inh	PAFAH2 FP inh
COc1ccc(NC(C)=O)cc1NC(C)C(=O)Nc1ccc(F)cc1 (configuration not stated)	6	-10	-5	6	-6	4	-5	1	4
COc1cccc(CCNc2ccc(N3C(=O)CC(C)C3=O)cc2[N+](=O)[O-])c1 (configuration not stated)	6	5	14	-3	8	8	8	3	5
Cc1csc2nc(CNC(=O)c3cccc(C(F)(F)F)c3)cn12	1	-4	-5	-1	1	0	5	-6	-5
Cc1cccc(C)c1OCc1cc(C(=O)NCc2cn(C)nc2C)no1	7	-2	-3	2	-2	4	9	0	-6
O=C(Cn1cc(C(=O)c2ccco2)c2ccccc21)NCc1ccco1	4	4	12	-3	11	5	0	0	-10
Cc1nc(-c2cccc(S(=O)(=O)N3CCOCC3)c2)cs1	4	7	-5	-1	-5	6	2	2	0
O=C(COC(=O)c1ccc(Cl)c(S(=O)(=O)N2CCCCC2)c1)NCC1CCCCC1	-2	3	-6	.	6	3	0	-5	20
O=C(NCc1ccco1)C1CCCN(c2nnc(-n3cccc3)s2)C1 (configuration not stated)	1	-5	-3	0	-3	-4	3	-2	2
Cc1ccc(C(=O)Nc2cccc(C(=O)N3CCOCC3)c2)cc1	-4	-2	-3	0	-1	-2	-5	0	5
CC(C)CNC(=O)CSc1nnc(-c2ccccn2)n1Cc1ccccc1	7	1	5	-1	0	-2	0	6	4
CN(Cc1nc2ccccc2[nH]1)C(=O)C1CCC(=O)N(C2CCCC2)C1 (configuration not stated)	1	0	5	1	22	6	-2	-2	-3
CCCCOC(=O)C1=C(C)NC(=O)NC1c1ccc([N+](=O)[O-])s1 (configuration not stated)	-2	-1	1	-10	14	6	17	-2	1

Screening data from PubChem.
